# Source: PubChem (Southern Research Specialized Biocontainment Screening Center)
# Salmonella PhoP GFP: PhoP regulon inhibitors, Salmonella typhi PhoP promoter GFP reporter, confirmatory (AID 1850). Salmonella Typhi PhoP-promoter GFP reporter, fluorescence, 4 h; higher % means a stronger effect. inhibition, % at 50 µM, or IC50 in µM where a hit was titrated. actives 0.33% (n = 310,000); in the data active = a potency from the dose series; inconclusive = inhibition mostly from about 25% at the one dose, without a potency; inactive = the rest, 99 in 100 with inhibition below about 19%;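 note: 0% = induced wells with vehicle and 100% = uninduced wells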
# H37Rv inhibition: M. tuberculosis growth inhibition, HTS (AID 449762); M. tuberculosis H37Rv growth inhibition, 7H9 media; higher % means a stronger effect; inhibition, % at 25 µM; hits with a dose series show IC50 in µM; actives 0.59% (n = 330,000); in the data active = a potency from the dose series; inconclusive = inhibition above about 70% without an active follow-up result;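 note: bacterial growth assessed after seven days of incubation; strong numbers were not always called active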
# influenza NS1A: H1N1 influenza NS1A inhibitors, functional cell based assay (AID 504329). NS1A functional cell-based assay, percent inhibition; higher % means a stronger effect. inhibition, % at 12.5 µM; hits with a dose series show IC50 in µM. actives 0.3% (n = 340,000); in the data active = a potency from the dose series; inconclusive = inhibition above about 27% without an active follow-up result; note: strong numbers were not always called active
# M. tuberculosis: growth inhibition of non-replicating M. tuberculosis (AID 488890). Mycobacterium tuberculosis non-replicating, growth inhibition; higher % means a stronger effect. one-dose inhibition, % at 25 µM; IC50 in µM for titrated hits. actives 0.39% (n = 320,000); in the data active = a potency from the dose series; inconclusive = inhibition mostly from about 82% at the one dose, without a potency; inactive = the rest, 99 in 100 with inhibition below about 76%;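 note: plate controls were DMSO cells for no effect and high antibiotic wells for full effect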
# inhibitors of VEEV: inhibitors of VEEV TC-83 cytopathic effect, confirmation, Vero cells (AID 588727); Vero cells, VEEV TC-83 cytopathic effect inhibition; higher % means a stronger effect; inhibition, % at 20 µM; hits with a dose series show IC50 in µM; actives 0.13% (n = 350,000); in the data active = a potency from the dose series; inconclusive = inhibition mostly from about 14% at the one dose, without a potency; inactive = the rest, 99 in 100 with inhibition below about 12%; note: strong numbers were not always called active
# inhibitors of VEEV 10K pilot screen: second read-out of inhibitors of VEEV, no call of its own (marks repeat the call); inhibition, %; measured here: 10K pilot screen inhibition
# * marks the source's active call; other numbers are inactive results; i = inactive; u = inconclusive; x = not tested or not shown.
SMILES,Salmonella PhoP GFP,H37Rv inhibition,influenza NS1A,M. tuberculosis,inhibitors of VEEV,others
O=c1c2c(-c3cccs3)csc2ncn1/N=C/c1ccc(OC(F)F)cc1,17%,-7%,-7%,7%,3.1%,
O=C1OCc2cc(N=Nc3c(O)[nH]c(=O)[nH]c3=O)ccc21,-1%,2%,7%,-10%,5.7%,
CC(C)(C)c1ccc(CN2C(=O)c3ccccc3S2(=O)=O)cc1,-5%,7%,8%,42%,3.5%,
O=C(/C=C\Nc1cccc(F)c1)c1ccc2c(c1)OCO2,-8%,9%,3%,15%,4.1%,
O=C(CN1c2ccccc2Sc2ccccc21)NNC(=O)Nc1cccc(Cl)c1,5%,5%,2%,-5%,23%,
Cc1c(C(=O)Nc2ccc(S(N)(=O)=O)cc2)oc2ccc(Cl)cc12,-5%,-6%,-2%,-10%,1.3%,
CCOc1ccc(Oc2ccc(Cl)cc2NC(=O)CCNC(C)=O)cc1,-13%,-4%,-3%,19%,i,
Cc1cc(C)cc(N(C)S(=O)(=O)c2nnc(NC(=O)C(C)C)s2)c1,3%,1%,-17%,2%,i,
CCC(=O)Nc1cc(SCCO)cc([N+](=O)[O-])c1,-3%,-13%,21%,-4%,4.2%,inhibitors of VEEV 10K pilot screen=2.3
COc1ccc(C2(C)NC(=O)N(CC(=O)Nc3ccc4c(c3)CCC4)C2=O)cc1OC (stereo unspecified),x,5%,3%,1%,1.9%,
c1ccc2nc(N3CCOCC3)cnc2c1,-2%,-13%,-6%,-4%,0.9%,
CCNC(=O)/C(C#N)=C/c1c(N2CCOCC2)nc2ccccn2c1=O,9%,11%,3%,19%,0.6%,
Cc1ccc(N2C(=O)c3ccccc3C2(O)c2ccccc2)cc1 (stereo unspecified),x,x,4%,x,3.2%,
CCS(=O)(=O)C1=NN2C(=N)/C(=C\c3ccc(OC(=O)c4ccco4)c(Br)c3)C(=O)N=C2S1,-6%,5%,x,u,x,
CNc1oc(Cc2cccc3ccccc23)nc1C#N,-7%,-6%,8%,2%,i,

# An excerpt from above in order of number of heavy atoms, smallest number first.
SMILES,Salmonella PhoP GFP,H37Rv inhibition,influenza NS1A,M. tuberculosis,inhibitors of VEEV,others
CNc1oc(Cc2cccc3ccccc23)nc1C#N,-7%,-6%,8%,2%,i,
Cc1c(C(=O)Nc2ccc(S(N)(=O)=O)cc2)oc2ccc(Cl)cc12,-5%,-6%,-2%,-10%,1.3%,
CCNC(=O)/C(C#N)=C/c1c(N2CCOCC2)nc2ccccn2c1=O,9%,11%,3%,19%,0.6%,
CCS(=O)(=O)C1=NN2C(=N)/C(=C\c3ccc(OC(=O)c4ccco4)c(Br)c3)C(=O)N=C2S1,-6%,5%,x,u,x,

# (further entries)
SMILES,Salmonella PhoP GFP,H37Rv inhibition,influenza NS1A,M. tuberculosis,inhibitors of VEEV,others
CN1CCN(c2nc(-c3ccccc3)nc3c2oc2ccccc23)CC1,0%,u,5%,u,2.3%,
COc1ccc(/C=C2\C(=O)ON=C2c2ccccc2)cc1,12%,-5%,5%,-3%,1.3%,
CC1=C(C)CC(C(=O)NCc2cccc(Cl)c2)C(C(=O)O)C1 (stereo unspecified),12%,10%,21%,24%,i,
Cc1nc(N2CCOCC2)nc(OCCN2CCOCC2)c1[N+](=O)[O-],0%,3%,-8%,-1%,1.0%,
CSCCC(NC(=O)OCc1ccccc1)C(=O)O (stereo unspecified),12%,-1%,4%,x,0.4%,
CCN(CC)c1ccc(C(=O)NNC(=O)c2cccn2C)cc1,-2%,3%,-2%,-2%,4.0%,
O=C(OCCOc1cccc(Cl)c1)c1cc(S(=O)(=O)N2CCCCC2)ccc1N1CCOCC1,3%,7%,7%,5%,5.7%,
CCCCN(C)Cc1c(C)[nH]c2c(Cl)cccc2c1=O,-3%,0%,-12%,-1%,0.9%,
O=C(COC(=O)/C=C/c1ccccc1)Nc1cccnc1Cl,-2%,u,-13%,42%,3.2%,
O=C(Nc1nc(-c2ccccn2)cs1)c1ccc(S(=O)(=O)N2CCCCC2)cc1,-19%,42%,x,77%,x,
COc1cccc(NC(=O)COC(=O)C2=NN(c3ccccc3)C(=O)CC2)c1,x,-1%,3%,1%,0.2%,
Cn1c(N)c(C(=O)COC(=O)C2CCCC2)c(=O)n(C)c1=O,7%,-5%,2%,2%,0.6%,
O=C(COC(=O)CCc1nc2ccccc2n1-c1ccccc1)Nc1cccc(Cl)c1,-6%,10%,8%,-1%,1.2%,
O=S(=O)(c1ccccc1)N1CCc2ccccc21,-1%,13%,-3%,10%,0.4%,
COCCCNC(=O)C[C@H]1C[C@H](C(=O)N(C(C)C)C(C)C)[C@@]2(C)c3[nH]c4cc(CCC(=O)N(C)C)ccc4c3CCN2C1=O,x,x,2%,x,i,

# Overlap with the part before: 6 compounds, followed by the next part.
SMILES,Salmonella PhoP GFP,H37Rv inhibition,influenza NS1A,M. tuberculosis,inhibitors of VEEV,others
O=C(Nc1nc(-c2ccccn2)cs1)c1ccc(S(=O)(=O)N2CCCCC2)cc1,-19%,42%,x,77%,x,
COc1cccc(NC(=O)COC(=O)C2=NN(c3ccccc3)C(=O)CC2)c1,x,-1%,3%,1%,0.2%,
Cn1c(N)c(C(=O)COC(=O)C2CCCC2)c(=O)n(C)c1=O,7%,-5%,2%,2%,0.6%,
O=C(COC(=O)CCc1nc2ccccc2n1-c1ccccc1)Nc1cccc(Cl)c1,-6%,10%,8%,-1%,1.2%,
O=S(=O)(c1ccccc1)N1CCc2ccccc21,-1%,13%,-3%,10%,0.4%,
COCCCNC(=O)C[C@H]1C[C@H](C(=O)N(C(C)C)C(C)C)[C@@]2(C)c3[nH]c4cc(CCC(=O)N(C)C)ccc4c3CCN2C1=O,x,x,2%,x,i,
COc1cc(/C=C(\C#N)C(=O)NC2CCCCC2C)ccc1OS(=O)(=O)c1ccc(C)cc1 (stereo unspecified),11%,12%,-3%,37%,11%,
CCNS(=O)(=O)c1ccc(-c2ccc(-n3cnnn3)cc2)cc1,5%,-5%,-9%,-10%,0.6%,
CCOC(=O)c1nnn(-c2nonc2N)c1COc1ccccc1,-8%,-6%,-22%,6%,0.5%,
Cc1ccccc1OCc1nnc(SCC(=O)Nc2ccc(N3CCOCC3)cc2)n1C,-9%,5%,-23%,-10%,1.3%,
CN1C(=O)CC(Sc2ncccc2C(=O)O)C1=O (stereo unspecified),4%,-4%,-4%,-4%,i,
COc1ccccc1C(=O)NNC(=O)c1ccc(Cl)cc1,4%,3%,-4%,-9%,2.0%,
CCC(Oc1ccccc1F)C(=O)NCCN1CCOCC1 (stereo unspecified),10%,1%,4%,-1%,i,
Cc1ccc(N2C(=O)CSC2c2cccnc2)cc1F (stereo unspecified),0%,-11%,4%,12%,i,
CCOc1cc(-c2nc(-c3ccc(OC)cc3)no2)cc(OCC)c1OCC,-17%,3%,-10%,-7%,1.2%,
O=C(C1CCC(CNc2c(N3CCOCC3)c(=O)c2=O)CC1)N1CCN(c2ccccc2)CC1 (stereo unspecified),1%,-11%,-3%,x,0.0%,
O=C(O)c1sccc1Oc1ccc(NS(=O)(=O)c2ccc(Cl)cc2)cc1,-11%,-3%,-11%,11%,0.5%,
Cc1ccccc1N=C1NC(=O)C(CO)(CO)S1,10%,-2%,1%,2%,0.7%,
CN1CCN(C(=S)NC(CC(=O)c2ccccc2)c2ccccc2)CC1 (stereo unspecified),5%,2%,-4%,60%,0.2%,
CCc1ccc([C@@H]2CC=C(C(=O)O)[C@H](c3ccc(Br)cc3)N2S(=O)(=O)c2ccc(C)cc2)cc1,x,-5%,-21%,53%,i,
CCOC(=O)Cc1csc(SCn2nnc3ccccc3c2=O)n1,-24%,3%,-11%,-3%,0.4%,
C=CCN(c1ccc(Cl)cc1)S(=O)(=O)c1cccc(C(=O)O)c1,-12%,-1%,-15%,11%,1.0%,
O=C(CNC(=O)c1ccc(Br)o1)OCc1ccc(Br)cc1,x,-2%,-4%,1%,0.7%,
Cc1[nH]c(C)c(S(=O)(=O)NCCc2ccccc2)c1C(=O)N1CCCC1,-1%,11%,9%,-7%,2.0%,
CCN(C(=O)CN1CCN(c2cccc(Cl)c2)CC1)c1c(N)n(Cc2ccccc2)c(=O)[nH]c1=O,-2%,3%,-6%,6%,0.8%,
O=C(c1cccnc1)N1CCN(C(=O)c2ccco2)CC1,0%,-4%,17%,-15%,1.0%,
COc1ccc(Nc2nc(-c3ccccc3)nc3ccccc23)cc1S(=O)(=O)N1CCOCC1,24%,-6%,-1%,25%,42%,
COc1ccc(N2C(=O)CCC(C(=O)O)C2c2ccc(F)cc2)cc1 (stereo unspecified),-5%,0%,1%,2%,3.1%,
CC(=O)N1CCc2cc(S(=O)(=O)NC(CC(C)C)C(=O)N3CCc4ccccc4C3)ccc21 (stereo unspecified),14%,-13%,5%,16%,1.2%,
O=C(COc1ccc(Cl)cc1Cl)Nc1ccccc1F,4%,u,-17%,74%,0.6%,
CC(=O)c1ccc(NC(=O)C(C)Sc2n[nH]c(-c3cccnc3)n2)cc1 (stereo unspecified),0%,0%,9%,-15%,0.0%,
O=c1[nH]c2ccccc2nc1/C=C(\O)c1cccs1,-7%,1%,-6%,-4%,0.9%,
CCN1CC2([N+](=O)[O-])CC=C(Cl)C([N+](=O)[O-])(C1)C2 (stereo unspecified),-5%,6%,1%,2%,i,
Cc1ccc(SCC(=O)Nc2ccc(-c3nnc(-c4ccco4)o3)cc2)cc1,-5%,-6%,3%,16%,0.1%,
C=CCOC(=O)N1CCC2CC1c1cc(-c3cccc(C)c3)ccc12 (stereo unspecified),x,x,1%,x,1.4%,
COc1cccc(-c2nc(CS(=O)(=O)CC(=O)NC3CCCc4ccccc43)c(C)o2)c1 (stereo unspecified),10%,-9%,-6%,8%,10%,
COc1ccc(C(=O)Nc2ccc(OCC(=O)N3CCOCC3)cc2)c(OC)c1OC,7%,-8%,2%,-4%,i,
CCN(CC)c1cccc(OCC(=O)N2c3ccccc3CC2C)c1 (stereo unspecified),x,-2%,9%,26%,5.7%,
CCCCN1C(=O)C(=O)N(CC(=O)Nc2cc(Cl)ccc2OC)C1=O,x,0%,9%,30%,i,
CC1CN(C2CC(C)(C)NC(C)(C)C2)CCC1=O (stereo unspecified),-9%,1%,-3%,-6%,0.5%,
CC1(C)C(Cl)C(=O)C(C(=O)c2ccccc2)C(=O)C1Cl (stereo unspecified),-6%,-5%,-3%,42%,1.2%,
Cc1cccc([N+](=O)[O-])c1NC(=O)COC(=O)C1CC2CCCC(C1)C2=O (stereo unspecified),11%,1%,-1%,-14%,1.0%,
CC(=O)NC(c1ccc(Cl)cc1)c1ccc2cccnc2c1O (stereo unspecified),x,x,-6%,x,4.0%,
Cc1cc(=O)[nH]c(SCc2nc3ccccc3n2Cc2ccccc2)n1,3%,-6%,1%,63%,3.0%,
CC(C)=CC1C=C(C)C(C)C2C(=O)NNC(=O)C12 (stereo unspecified),-4%,-4%,-1%,-8%,0.3%,
CCOC(=O)c1nc(NCCc2ccccc2)sc1C,4%,23%,11%,48%,1.3%,
O=C1Nc2ccc([N+](=O)[O-])cc2OC1CCN1CCN(c2ccccc2)CC1 (stereo unspecified),10%,2%,-3%,-2%,1.7%,
CCC(=O)Nc1ccc(NC(=O)c2c(C)nc3ccccn23)cc1,5%,-4%,1%,-5%,i,
CCn1c(=O)c(C(=O)NCc2cccnc2)c(O)c2ccccc21,4%,-2%,5%,35%,7.1%,
O=C1NC(=S)NC(=O)C1=Cc1ccc(OCC(=O)N2CCCC2)cc1,1%,4%,13%,8%,0.3%,
O=C(CCC1COc2ccccc2O1)Nc1ccc(Cl)cn1 (stereo unspecified),6%,-4%,9%,x,2.5%,
COCCn1c(C)cc(C2=NNC(=NC(C)(C)C)SC2)c1C,5%,8%,11%,33%,i,
COc1ccc(S(=O)(=O)c2nnn(-c3cccc(OC)c3)c2N)cc1,-6%,3%,-11%,6%,1.4%,
COc1ccccc1C(=O)C1CCCN(C(=O)CN2CCCCC2=O)C1 (stereo unspecified),-5%,3%,1%,-18%,0.0%,
O=C(Nc1ccc(-c2nc3ccc(NC(=O)c4cccs4)cc3[nH]2)cc1)c1cccs1,-8%,3%,4%,3%,0.5%,
CCCS(=O)(=O)N1CCN(c2ccccn2)CC1,-3%,0%,2%,10%,2.5%,
Cc1ccnc(NC(=O)CC(c2ccccc2)c2ccccc2)n1,-7%,2%,-3%,2%,1.1%,
CCO[C@@H]1OC(C(=O)O)=C[C@H](c2ccc(Br)cc2)[C@H]1CCCO,-2%,-14%,-15%,-1%,3.8%,
O=C(c1ccco1)N1CCN(C(=O)c2cc(-c3ccccn3)nc3ccccc23)CC1,4%,-3%,16%,2%,i,
